Screens (PubChem)
M1 antag: blocks human M1 muscarinic receptor; CHO-K1 hM1, Fluo-8 calcium fluorescence, ACh EC80 antagonist; inhibition, % at 3 µM; actives 1.3% (n = 360,000); AID 588852;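 active = percent inhibition above its own plate's cutoff, namely the mean of that plate's compound wells plus 3 SD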;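 also: peak over basal fluorescence ratio during 140 s after agonist addition; 0% = ACh EC80 plus DMSO and 100% = DMSO alone without agonist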
Target sequence (P11229 whole entry, looked up): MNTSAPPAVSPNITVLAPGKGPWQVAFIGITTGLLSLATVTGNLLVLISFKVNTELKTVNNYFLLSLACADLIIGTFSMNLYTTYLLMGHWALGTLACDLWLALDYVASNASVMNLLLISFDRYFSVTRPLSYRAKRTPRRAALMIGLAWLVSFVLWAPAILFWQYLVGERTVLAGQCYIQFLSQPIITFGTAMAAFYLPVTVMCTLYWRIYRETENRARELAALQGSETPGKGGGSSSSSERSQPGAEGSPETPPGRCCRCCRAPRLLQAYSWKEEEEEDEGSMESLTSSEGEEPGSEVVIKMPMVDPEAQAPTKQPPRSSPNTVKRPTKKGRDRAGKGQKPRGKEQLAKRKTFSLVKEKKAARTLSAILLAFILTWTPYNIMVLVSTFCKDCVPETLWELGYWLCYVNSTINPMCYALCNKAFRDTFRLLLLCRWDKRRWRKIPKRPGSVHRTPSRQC
CHO-K1 Ca ag: counter-screen for M1 agonists: effect in parental CHO-K1 cells | Fluo-8 calcium fluorescence; scaled to maximal ATP response, vehicle zero | activation, % at 3 µM | actives 0.48% (n = 360,000); in the data active = activation above about 15%;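 also: untransfected CHO-K1 host cells lacking M1 receptor as counterscreen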
M1 PAM parental: M1 PAM counterscreen hit in parental CHO-K1 cells | ATP EC20, Fluo-8 calcium fluorescence; 0% at ATP EC20, 100% at ATP max | actives 0.02% (n = 360,000) | activation, % at 3 µM;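 active = activation above the run cutoff, the mean activation of all test compounds plus 3 SD, cut at about 40% in these data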;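 also: peak over basal fluorescence ratio in a 140 s read after ATP addition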
M1 ag: human M1 muscarinic receptor agonism; CHO-K1 hM1, Fluo-8 calcium fluorescence, agonist mode; 0% DMSO, 100% acetylcholine EC100; activation, % at 3 µM; AID 588814; actives 0.33% (n = 360,000);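 active = activation above the run's mean compound activation plus 3 SD, cut at about 16% in these data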;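 also: peak over basal fluorescence ratio within a 140 s kinetic read after compound addition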
TAAR1 agonist: human TAAR1 agonism | Q96RJ0 | CHO RD-HGA16 TAAR1, Fluo-8 calcium fluorescence; vehicle wells 0%, saturating PEA agonist 100% | activation, % at 3 µM | actives 0.99% (n = 360,000) | AID 624467;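 active = activation above the mean activation of all test compounds in the run plus 3 SD, cut at about 38% in these data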
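test system = CHO RD-HGA16 cells carrying human TAAR1 plus Gα16 | schedule = 17-24 h seeding, 75 min 37 °C dye, 30 min RT | compound dosing = 3 µM single concentration | control set = DMSO and PEA EC100 | replicates = n 1 | signal = Fluo-8 fluorescence, 5 s baseline then 140 s kinetic read | measure = percent activation vs PEA EC100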
CHO-K1 Ca antag: nonselective inhibitor or artifact in parental CHO-K1 cells | ATP-induced calcium, Fluo-8 fluorescence | actives 0.6% (n = 360,000) | inhibition, % at 3 µM;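 active = inhibition above a per-plate cutoff, the plate's mean sample inhibition plus 3 SD, cut at about 24% in these data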;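 also: 0% = DMSO plus EC80 ATP and 100% = DMSO alone without ATP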
CHO parental Ca: counter-screen for OX1R antagonists: effect in parental CHO cells; parental CHO-K1, ATP-induced calcium, Fluo-8 fluorescence; inhibition, % at 5.6 µM; actives 0.63% (n = 330,000);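 active = inhibition above that plate's mean sample inhibition plus 3 SD, cut at about 26% in these data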;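 also: 0% = ATP-challenged DMSO wells and 100% = DMSO wells without ATP; some compounds past the cut are filed as inactive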
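Material: parental CHO cells / Compound: single nominal dose of 5.6 µM per compound / Signal: Fluo-8 fluorescence / Replicates: singlicate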
OXTR potentiator: potentiates the human oxytocin receptor response. P30559. CHO-OTR cells, Fluo-8 calcium fluorescence, potentiator mode; 0% = oxytocin EC15, 100% = EC100. activation, % at 3 µM. actives 0.061% (n = 320,000);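 active = activation above that plate's cutoff, the mean activation of tested compounds plus 3 SD, cut at about 6.6% in these data, passing the limit was not always enough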;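 also: 100% uses oxytocin at 75 nM as the full agonist control; some results filed as inactive read as strong as hits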
Target sequence (P30559 whole entry, looked up): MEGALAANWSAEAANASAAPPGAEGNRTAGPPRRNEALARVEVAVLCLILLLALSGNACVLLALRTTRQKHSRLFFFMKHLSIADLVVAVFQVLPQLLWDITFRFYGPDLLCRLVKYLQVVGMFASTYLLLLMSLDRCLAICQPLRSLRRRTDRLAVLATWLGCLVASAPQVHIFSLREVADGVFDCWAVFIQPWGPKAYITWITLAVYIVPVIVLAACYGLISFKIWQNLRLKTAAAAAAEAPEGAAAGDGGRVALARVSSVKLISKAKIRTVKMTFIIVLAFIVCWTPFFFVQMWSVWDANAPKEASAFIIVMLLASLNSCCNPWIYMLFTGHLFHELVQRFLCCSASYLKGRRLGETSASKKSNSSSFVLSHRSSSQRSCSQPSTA
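Assay system: CHO cell line stably expressing human OTR | Also added: Oxytocin at about EC15, sub-maximal agonist stimulus | Times: Compound 6 min at room temperature before oxytocin, 100 s read | Measured by: Fluo-8 intracellular calcium fluorescence, ex 470-495, em 515-575 nm | Controls: EC15 oxytocin alone as 0%, 75 nM oxytocin as 100%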
TAAR1 antagonist: antagonists of human TAAR1. inhibition, % at 3 µM. Q96RJ0. actives 1.5% (n = 360,000). CHO RD-HGA16 TAAR1, Fluo-8 calcium fluorescence, antagonist;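 active = inhibition above a per-plate cutoff, the mean inhibition of test compounds on that plate plus 3 SD, cut at about 49% in these data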;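 also: 0% = DMSO plus EC80 beta-PEA response and 100% = DMSO alone without agonist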
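Material: RD-HGA16 CHO cells with stable hTAAR1 and Gα16; Dosing: single nominal final test compound concentration of 3 µM; Schedule: seeding 17-24 h prior, 75-min 37 °C, 30-min RT dye loading; Detection: kinetic Fluo-8 calcium fluorescence measurement; Measure: % inhibition from peak post-agonist over basal fluorescence ratio; Benchmarks: vehicle and agonist controls.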
* hit, by the source's call; nt = not tested or not shown.

Preview (five entries):
1) O=C(COC(=O)C1CC(O)CN1S(=O)(=O)c1ccc(Cl)cc1)c1ccccc1 (stereo not drawn)
2) OC(CNC1CCCCCC1)COc1cccc2ccccc12 (stereo not drawn)
3) C[C@H]1CN([C@@H](C)CO)C(=O)CCCn2cc(nn2)CO[C@@H]1CN(C)S(=O)(=O)c1ccc(-n2cccn2)cc1
4) COc1ccc(CN(C)C(=O)C2CC(=O)N(c3ccc4c(c3)OCCO4)C2)cc1 (stereo not drawn)
5) O=S(=O)(Nc1ccccc1N1CCCCC1)c1ccc(F)cc1

compound no. | 1 | 2 | 3 | 4 | 5
CHO-K1 Ca antag | 5 | -4 | -4 | 4 | 0
TAAR1 antagonist | 6 | 2 | -11 | 12 | -18
OXTR potentiator | 1 | -16 | nt | nt | 2
M1 PAM parental | 9 | -8 | 11 | -2 | 19
CHO-K1 Ca ag | 2.3 | 6.0 | -0.1 | 1.0 | 9.8
M1 ag | -4 | -7 | -6 | -8 | -6
M1 antag | -4 | 11 | -13 | -1 | -2
TAAR1 agonist | 1 | 29 | 0 | 1 | 16
CHO parental Ca | -5 | -6 | nt | nt | -20

Results (from the top)
1) O=C(COC(=O)C1CC(O)CN1S(=O)(=O)c1ccc(Cl)cc1)c1ccccc1 (stereo not drawn)
2) OC(CNC1CCCCCC1)COc1cccc2ccccc12 (stereo not drawn)
3) C[C@H]1CN([C@@H](C)CO)C(=O)CCCn2cc(nn2)CO[C@@H]1CN(C)S(=O)(=O)c1ccc(-n2cccn2)cc1
4) COc1ccc(CN(C)C(=O)C2CC(=O)N(c3ccc4c(c3)OCCO4)C2)cc1 (stereo not drawn)
5) O=S(=O)(Nc1ccccc1N1CCCCC1)c1ccc(F)cc1
6) Cc1cc(Cl)ccc1OCC(=O)OCC(=O)NCCNC(=O)COC(=O)COc1ccc(Cl)cc1C
7) CC(C)NC(=O)[C@]1(C)CCC[C@@]2(C)C3CC[C@@]4(C)C[C@]3(CCC21)CC4=O (stereo partly drawn)
8) CS(=O)(=O)c1ccccc1-c1nnc(NC(=O)c2cccc(N3C(=O)CCC3=O)c2)o1

compound no. | 1 | 2 | 3 | 4 | 5 | 6 | 7 | 8
CHO-K1 Ca antag | 5 | -4 | -4 | 4 | 0 | -5 | 0 | -9
TAAR1 antagonist | 6 | 2 | -11 | 12 | -18 | 5 | 12 | -12
OXTR potentiator | 1 | -16 | nt | nt | 2 | nt | -2 | -6
M1 PAM parental | 9 | -8 | 11 | -2 | 19 | -4 | -16 | -18
CHO-K1 Ca ag | 2.3 | 6.0 | -0.1 | 1.0 | 9.8 | 0.0 | -0.8 | 0.0
M1 ag | -4 | -7 | -6 | -8 | -6 | -1 | -1 | -3
M1 antag | -4 | 11 | -13 | -1 | -2 | -10 | 1 | -5
TAAR1 agonist | 1 | 29 | 0 | 1 | 16 | 6 | 13 | 0
CHO parental Ca | -5 | -6 | nt | nt | -20 | nt | -7 | 18

9) COc1ccc(NS(=O)(=O)c2ccc(N3CCCC3)c(N)c2)cc1
10) COc1ccc(/C=N/NC(=O)c2cccc(NC(=O)c3ccccc3Cl)c2)c(OC)c1
11) Cc1cccc2[nH]c3c(N4CCN(C(=O)c5ccco5)CC4)ncnc3c12
12) Cc1ccc(Cc2c(-c3ccccc3)nc3c4ccccc4ccn23)cc1
13) Cc1noc(C)c1CSCC(=O)Nc1nc(-c2ccc(F)c(F)c2)cs1
14) Cc1c(-c2cccs2)[n+](=O)c2c(n1[O-])CCCCC2
15) Cc1sc2ncn3cnnc3c2c1C
16) Cc1cc(C)n(-c2ccc(C(=O)N3CCN(c4ccccn4)CC3)cc2)n1

compound no. | 9 | 10 | 11 | 12 | 13 | 14 | 15 | 16
CHO-K1 Ca antag | 16 | 13 | 3 | -11 | 17 | -12 | -1 | 7
TAAR1 antagonist | 1 | 60* | nt | -29 | 82* | 5 | -13 | -23
OXTR potentiator | -10 | 1 | -16 | nt | -16 | 0 | -2 | 0
M1 PAM parental | -9 | 8 | -1 | -14 | -24 | 21 | -8 | -16
CHO-K1 Ca ag | 10 | 2.4 | 2.4 | 0.4 | 6.3 | 0.1 | 0.0 | 1.6
M1 ag | -6 | -5 | -3 | nt | -1 | -5 | -1 | -2
M1 antag | 40* | 0 | 2 | nt | 35* | -8 | -17 | -14
TAAR1 agonist | 6 | 6 | nt | 0 | 10 | 1 | 1 | 4
CHO parental Ca | -1 | 12 | -12 | nt | 28 | -12 | -1 | -14

17) CC(C)(C)NC(=S)NC(=O)C12CCC3CC(CC(C3)C1)C2
18) c1cnc(N2CCN(c3nc4ccccc4n4cnnc34)CC2)nc1
19) COC(=O)C(NC(C)=O)(Nc1nc(C)cs1)C(F)(F)F (stereo not drawn)
20) CC1CN(C(=S)NC(=O)c2ccc([N+](=O)[O-])cc2)CC(C)O1 (stereo not drawn)
21) CC1(C)Cc2nc(-c3ccccc3)n3cnnc3c2CO1
22) CC(C)(C)OC(=O)N[C@@H](CC(=O)OCc1ccccc1)C(=O)O
23) CC1CCCCC1NC(=O)COC(=O)c1cc(=O)c2ccccc2o1 (stereo not drawn)
24) Cc1cc(OCCOCCNC(C)C)cc(C)c1Cl

compound no. | 17 | 18 | 19 | 20 | 21 | 22 | 23 | 24
CHO-K1 Ca antag | 10 | -17 | -2 | -4 | 5 | 1 | 20 | -11
TAAR1 antagonist | -23 | -8 | 3 | 10 | 21 | 1 | 10 | -11
OXTR potentiator | 5 | -11 | -9 | -13 | -9 | 3 | -10 | -5
M1 PAM parental | -10 | -6 | 9 | 13 | -2 | 0 | -16 | 5
CHO-K1 Ca ag | -0.2 | 1.0 | 0.1 | 0.7 | 0.1 | 0.0 | 8.2 | 0.9
M1 ag | -4 | 10 | 0 | -3 | -2 | -3 | -3 | -5
M1 antag | 2 | -7 | -29 | -7 | -7 | 2 | -3 | 11
TAAR1 agonist | 2 | 20 | 1 | 1 | 8 | 7 | 8 | 9
CHO parental Ca | -17 | -9 | -1 | -6 | 5 | -12 | 12 | -21

25) Cc1ccc(CNC(=O)Cc2ccc(NC3=NC4CS(=O)(=O)CC4S3)cc2)cc1 (stereo not drawn)
26) CCn1cc(CN2CCCC(C(=O)c3ccc(-c4ccccc4)cc3)C2)cn1 (stereo not drawn)
27) COc1ccc(S(=O)(=O)N(CCc2ccccc2)CC(=O)O)cc1Cl
28) O=C(CCSc1ccccc1)NCC1CCCO1 (stereo not drawn)
29) COc1cc(C)nc(N2CCC(C(=O)NCC3CCCO3)CC2)n1 (stereo not drawn)
30) COc1ccc(NC(=O)Nc2ccc3c(c2)C(=O)N([C@H](C)CO)C[C@H](C)[C@@H](CN(C)S(=O)(=O)c2cccs2)O3)cc1
31) O=C(NCc1ccccn1)c1cc(-c2ccc(Cl)cc2)oc1C(F)(F)F
32) Cc1ccc(C(=O)OCC(=O)NCc2cccs2)cc1S(=O)(=O)N1CCOCC1

compound no. | 25 | 26 | 27 | 28 | 29 | 30 | 31 | 32
CHO-K1 Ca antag | -6 | -5 | -22 | 0 | 9 | -12 | -9 | -14
TAAR1 antagonist | -26 | -8 | -18 | 7 | -12 | 1 | -14 | -13
OXTR potentiator | 2 | -21 | -3 | -14 | -6 | -2 | -14 | -5
M1 PAM parental | 21 | 17 | 12 | -1 | 10 | -3 | 9 | 6
CHO-K1 Ca ag | 1.2 | 14 | 0.2 | -0.3 | 0.3 | 0.1 | 1.8 | 2.4
M1 ag | -2 | -12 | -5 | 1 | -5 | -9 | -4 | -6
M1 antag | 6 | 6 | -5 | -26 | -8 | 1 | -8 | -5
TAAR1 agonist | 0 | 10 | 4 | 5 | 0 | 4 | -1 | 5
CHO parental Ca | -1 | -21 | -6 | -1 | -4 | -21 | -44 | -6

Complete entries, looked up by structure. Values in the order: CHO-K1 Ca antag | TAAR1 antagonist | OXTR potentiator | M1 PAM parental | CHO-K1 Ca ag | M1 ag | M1 antag | TAAR1 agonist | CHO parental Ca
CCn1cc(CN2CCCC(C(=O)c3ccc(-c4ccccc4)cc3)C2)cn1 (stereo not drawn) is entered as -5 | -8 | -21 | 17 | 14 | -12 | 6 | 10 | -21
COc1ccc(S(=O)(=O)N(CCc2ccccc2)CC(=O)O)cc1Cl is entered as -22 | -18 | -3 | 12 | 0.2 | -5 | -5 | 4 | -6

Other records follow.
33) CCOC(=O)C1=C(C)Nc2sc(C(=O)c3ccc(Br)cc3)c(N)c2C1c1ccc(C(=O)OC)cc1 (stereo not drawn)
34) Cc1ccc2cc(C#N)c(N3CCCN(C(=O)C4CCCO4)CC3)nc2c1 (stereo not drawn)
35) O=C(Nc1ccccn1)c1cccc(S(=O)(=O)N2CCCCC2)c1
36) COCCCNC(=O)c1sc2ncn(CC(=O)Nc3ccc(C)c(Cl)c3)c(=O)c2c1C
37) Cc1cc(-c2ccccc2)cc(-c2ccccc2)[n+]1C
38) Cc1cc(C)c(C(=O)CSc2n[nH]c(-c3ccncc3)n2)c(C)c1
39) CCCCCCn1c(N2CCC(C(N)=O)CC2)nc2c1c(=O)[nH]c(=O)n2C
40) O=C(Nc1ccc(C(=O)O)cc1)/C(=C\c1ccc2c(c1)OCO2)NC(=O)c1ccccc1

compound no. | 33 | 34 | 35 | 36 | 37 | 38 | 39 | 40
CHO-K1 Ca antag | -4 | 10 | -13 | -19 | -11 | 8 | 1 | 3
TAAR1 antagonist | nt | -8 | 3 | -15 | -12 | -8 | 2 | 1
OXTR potentiator | -5 | 6 | -9 | -10 | -1 | 0 | -12 | 6
M1 PAM parental | 8 | 0 | 21 | 40* | 15 | 1 | 13 | 10
CHO-K1 Ca ag | 0.2 | 4.7 | 1.1 | 4.5 | 0.8 | 18* | 0.1 | 0.7
M1 ag | -7 | -5 | -1 | -3 | -7 | -3 | -5 | -1
M1 antag | 1 | -1 | -23 | -10 | 10 | 7 | 0 | -3
TAAR1 agonist | nt | 4 | 6 | 8 | 2 | 4 | 1 | 7
CHO parental Ca | -5 | -27 | -23 | -18 | 2 | -7 | -4 | -4
